Compound activity from PubChem.
HDAC3 inhib: blocks human histone deacetylase 3; hit rate 0.15% among 320,000; inhibition, % at 8.3 µM; O15379; recombinant HDAC3, fluorogenic peptide/trypsin coupled, fluorescence; in the data active = inhibition above about 26%, passing the limit was not always enough; inconclusive = no clear call, values can overlap the other calls
KCNQ1 pot: potentiators or activators of human KCNQ1 potassium channel; hit rate 0.35% among 310,000; AID 2648; CHO-K1 KCNQ1, thallium flux FluxOR fluorescence; hits give high values; B-score at 10 µM; P51787;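 active = fluorescence ratio B-score, a plate-corrected score, at least three library SD, with initial intensity B-score within 5 SD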
Target sequence (P51787 whole entry, looked up): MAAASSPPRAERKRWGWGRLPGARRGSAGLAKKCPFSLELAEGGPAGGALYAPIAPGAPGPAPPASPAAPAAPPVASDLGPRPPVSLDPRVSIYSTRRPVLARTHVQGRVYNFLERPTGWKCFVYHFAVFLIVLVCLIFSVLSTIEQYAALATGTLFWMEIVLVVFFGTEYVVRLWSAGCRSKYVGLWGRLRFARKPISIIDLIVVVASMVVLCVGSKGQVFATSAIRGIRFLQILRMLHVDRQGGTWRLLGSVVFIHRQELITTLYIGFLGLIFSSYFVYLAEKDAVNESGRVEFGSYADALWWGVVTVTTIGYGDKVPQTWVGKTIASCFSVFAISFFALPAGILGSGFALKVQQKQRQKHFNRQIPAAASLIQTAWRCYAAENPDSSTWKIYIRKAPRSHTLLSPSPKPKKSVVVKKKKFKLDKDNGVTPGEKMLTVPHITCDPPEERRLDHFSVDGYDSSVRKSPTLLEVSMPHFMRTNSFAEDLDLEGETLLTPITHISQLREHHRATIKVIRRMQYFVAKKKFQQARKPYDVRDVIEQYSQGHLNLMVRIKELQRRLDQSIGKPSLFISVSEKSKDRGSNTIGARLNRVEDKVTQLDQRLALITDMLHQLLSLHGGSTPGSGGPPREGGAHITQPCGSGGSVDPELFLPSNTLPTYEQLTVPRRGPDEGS
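Test system: CHO-K1 cells stably expressing KCNQ1 / Medium: assay buffer / Also added: depolarizing K+/Tl+ stimulus, K2SO4 and Tl2SO4 each 12.5 mM in 5x stock / Incubation: 90 min dye loading and 20 min compound exposure, both at room temperature / Signal: thallium influx via FluxOR fluorescence, kinetic imaging / Evaluation: B score of baseline-normalized fluorescence ratio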
TRPC4 act: TRPC4 (mouse) channel activation; HEK293 TRPC4beta/mu-opioid, Fluo4 calcium fluorescence; hits give high values; B-score at 10 µM; hit rate 0.49% among 310,000; AID 2237;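 active = B-score above 5 SD of library B-scores, and initial fluorescence ratio not above library mean plus 5 SD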;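 note: positive B-score marks a calcium rise read as TRPC4 activation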
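system = HEK293 cells stably co-expressing mouse TRPC4beta and mu-opioid receptor | schedule = Fluo4 dye loading 45 min at room temperature, 110 s recording | measure = B-scored integrated calcium fluorescence ratio | signal = Fluo4 calcium-sensitive dye fluorescence, kinetic, 1 Hz baseline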
hERG protect: shields human hERG channel from block by proarrhythmic agents. Q12809. CHO-hERG, FluxOR thallium flux, dofetilide IC70 present. activation (rescue from dofetilide block), less the hit threshold, % at 10 µM. hit rate 0.51% among 310,000;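 active = activation above the mean of controls blocked by dofetilide plus 5 SD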;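 note: thallium influx through hERG after potassium depolarization seen as dye fluorescence rise; in these data hits start at about 4.7%; inactives centre near -7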
KCNK9 block: inhibitors of human KCNK9 two-pore domain potassium channel; B-score at 10 µM; AID 488922; hit rate 1.2% among 310,000; HEK293 KCNK9, FluxOR thallium flux fluorescence; hits give low values;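 active = ratio B-score over 3 SD below the library mean, with starting fluorescence within 5 SD of its mean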;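 note: negative B-score means less thallium flux so channel inhibition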
TRPC4 potent: allosteric potentiators of mouse TRPC4 channel. hit rate 0.42% among 310,000. HEK293 TRPC4beta/mu-opioid, DAMGO EC20, Fluo-4 Ca2+ flux; hits give high values. B-score at 10 µM;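 active = B-score of calcium response area above 5 SD of library B-scores, with initial fluorescence ratio within 5 SD of library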;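 note: B-score of integrated fluorescence ratio over time as area under calcium response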
TMEM16A inh: inhibitors of mouse TMEM16A calcium-activated chloride channel. Q8BHY3. HEK293 TMEM16A/YFP iodide influx fluorescence, ionomycin. normalized B-score (activity score, 25-100; higher = stronger inhibition) at 10 µM. hit rate 1.2% among 310,000. AID 588511;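 active = ratio plate-corrected score three or more library SD toward inhibition, starting fluorescence score within five deviations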;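 note: score derived from kinetic fluorescence span divided by baseline fluorescence per well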
ANO1 activ: activators or potentiators of mouse TMEM16A chloride channel; HEK293 TMEM16A/YFP-H148Q/I152L, iodide quench fluorescence; hits give low values; B-score at 10 µM; hit rate 0.3% among 340,000;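 active = fluorescence-ratio B-score plate-corrected deviation score at least 3 library SD below zero, with starting fluorescence score within 5 deviations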;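 note: channel opened by trigger with iodide after compound preincubation; score built on the fluorescence ratio of max minus min over baseline; more negative score means more quench and so TMEM16A activation or potentiation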
KCNK3 inh: human KCNK3 channel inhibition, primary screen; O14649; CHO-KCNK3 thallium flux, FluxOR fluorescence; hits give low values; B-score at 10 µM; hit rate 0.84% among 340,000; AID 602410;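 active = B-score under library mean minus 4 SD, starting fluorescence ratio at most library mean plus 5 SD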;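 note: more negative B-score means stronger inhibition of thallium flux through KCNK3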
Target sequence (O14649 whole entry, looked up): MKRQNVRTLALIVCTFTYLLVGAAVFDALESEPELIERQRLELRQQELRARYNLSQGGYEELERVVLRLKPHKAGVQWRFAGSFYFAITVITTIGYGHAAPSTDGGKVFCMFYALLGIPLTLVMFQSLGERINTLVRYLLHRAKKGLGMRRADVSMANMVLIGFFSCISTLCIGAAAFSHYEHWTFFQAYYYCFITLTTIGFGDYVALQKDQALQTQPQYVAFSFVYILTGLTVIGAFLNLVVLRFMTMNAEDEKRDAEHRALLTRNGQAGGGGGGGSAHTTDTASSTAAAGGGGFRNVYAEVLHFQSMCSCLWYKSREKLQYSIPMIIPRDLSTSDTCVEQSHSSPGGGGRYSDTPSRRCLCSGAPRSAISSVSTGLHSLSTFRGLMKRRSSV
Dyrk1A ADPGlo: Dyrk1A (rat) kinase inhibition; Q63470; ADP-Glo luminescence, NFATc1 peptide; inhibition, % at 12.5 µM; hit rate 0.43% among 310,000; AID 504441; in the data active = inhibition above about 50%;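 note: plate controls were vehicle with enzyme for no effect and no enzyme for full effect; many of its hits are not listed in these tables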
KCNQ1 block: inhibitors of human KCNQ1 potassium channel; CHO-K1 KCNQ1, FluxOR thallium flux fluorescence; hits give high values; B-score at 10 µM; hit rate 1.3% among 310,000;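 active = compounds whose thallium flux B-score, printed positive for inhibition, exceeds three library SD while starting fluorescence stays within three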;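 note: channel opened by potassium depolarization with thallium stimulus after 20 min compound exposure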
Numbers without * were called inactive; i = inactive; ? = inconclusive; . = no result given.

SMILES | HDAC3 inhib | KCNQ1 pot | TRPC4 act | hERG protect | KCNK9 block | TRPC4 potent | TMEM16A inh | ANO1 activ | KCNK3 inh | Dyrk1A ADPGlo | KCNQ1 block
CC(=O)c1ccc(NC(=O)c2ccc(S(=O)(=O)c3ccccc3)cc2)cc1 | 9 | i | i | -8 | i | i | i | i | i | 0 | i
CCN(CC)c1ccc(/C=N/N2CCN(Cc3ccccc3Cl)CC2)cc1 | 2 | i | i | -9 | i | i | i | i | i | 5 | 6*
CCCc1nc2nc(C)c(NS(=O)(=O)c3ccc4c(c3)CCCC4)c(=O)n2[nH]1 | 2 | i | i | -9 | i | i | i | i | i | 2 | i
COC(=O)c1ccc(C(=O)N=c2sccn2C)cc1 | 5 | i | i | -1 | i | i | i | i | i | -3 | i
Cc1cc(N2C(=O)C(O)=C(C(=O)c3ccc(C)o3)C2c2ccc(OCc3ccccc3)cc2)no1 (configuration not stated) | 4 | i | i | -7 | i | i | i | i | i | . | i
O=C(NC(=S)Nc1ccccc1N1CCOCC1)c1ccc(-c2cccc(Cl)c2)o1 | 2 | i | i | -11 | i | i | i | i | i | . | i
COc1ccc(N2C(=O)[C@@H]3[C@H](C2=O)[C@H]2c4ccccc4C=CN2[C@@H]3C(C)=O)cc1 | 7 | . | . | . | . | . | i | i | i | 2 | .
CCOC(=O)N1CCN(S(=O)(=O)c2ccc3c(c2)CC(C)N3C(C)=O)CC1 (configuration not stated) | -1 | i | i | -3 | i | i | i | i | i | -2 | i
O=C1CCCN1CC(O)CS(=O)(=O)Cc1ccccc1Cl (configuration not stated) | 1 | i | i | -9 | i | i | i | i | i | -4 | i
Clc1ccc(-c2nnc(NCc3ccccc3)c3ccccc23)cc1 | ? | i | i | -16 | i | i | i | i | i | 5 | i
Cc1ccc(S(=O)(=O)N2CCC(C(=O)OC(C)C(=O)NC(N)=O)CC2)cc1C (configuration not stated) | -5 | i | i | -14 | i | i | i | i | i | -1 | i
CC(=O)c1c(O)cc(=O)n(-c2ccccc2)c1-c1ccc(Cl)cc1 | 0 | i | i | -11 | i | i | i | i | i | 2 | i
Cc1onc(C(=O)NCc2ccccn2)c1[N+](=O)[O-] | 5 | i | i | -1 | i | i | i | i | i | . | i
COC(=O)CCN(C(=O)c1ccc(N2CCCCC2)c([N+](=O)[O-])c1)c1ccccn1 | 4 | i | i | -4 | i | i | i | i | i | -2 | i
CCOc1cc(NS(=O)(=O)c2ccc(Cl)cc2)c(OCC)cc1NC(=O)CC(C)C | 7 | i | i | -12 | i | i | i | i | i | -2 | i
Cc1cc(C)cc(NCc2cc3c(cc2[N+](=O)[O-])OCO3)c1 | 2 | i | i | -3 | i | i | i | i | i | 30 | i
COC(=O)CSc1nnc(C)n1-c1cccc(OC)c1 | -3 | i | i | -13 | i | i | i | i | i | -4 | i
COc1ccc2cc(/C=C3\SC(=S)NC3=O)c(N3CCOCC3)nc2c1 | 5 | i | i | -8 | i | i | i | i | i | -11 | i
COc1ccc(-n2ccnc2CN2CCN(C3CCCC3)C(CCO)C2)cc1 (configuration not stated) | -1 | i | i | -12 | i | i | i | i | i | 9 | i
Cc1ccccc1C(=O)N/N=C1/SCC(=O)N1Cc1ccc2c(c1)OCO2 | ? | i | i | 1 | i | i | i | i | i | -6 | i
COc1ccc(C)cc1NC(=O)C(Sc1nncn1C)c1ccccc1 (configuration not stated) | -4 | i | i | -4 | i | i | i | i | i | 2 | i
O=C(NCC1CCCO1)C(c1cccs1)N(C(=O)c1ccc(-c2ccccc2)[nH]1)C1CCCC1 (configuration not stated) | 10 | i | i | -13 | i | i | i | i | i | 2 | i
Cc1onc(-c2ccccc2)c1C(=O)c1c[nH]c(C(=O)NCc2ccccn2)c1 | -1 | i | i | -19 | i | i | i | i | i | . | i
CC(=O)N/C(=C/c1ccc2c(c1)OCO2)C(=O)O | -1 | 9* | i | -8 | i | i | i | i | i | -3 | i
COC(=O)CN1C(c2ccccc2)=Nc2ccc(Cl)cc2C1c1ccccc1 (configuration not stated) | 3 | i | i | -15 | i | i | i | i | i | -2 | i
C/C(=N\S(=O)(=O)c1ccc(C)cc1)NC(=S)Nc1ccccc1 | 3 | i | i | -10 | i | i | i | i | i | . | i
CCCCc1cc(=O)oc2cc(C)cc(OCC(=O)NC(Cc3ccc(Cl)cc3)C(=O)O)c12 (configuration not stated) | -12 | i | i | -6 | i | i | i | i | i | -1 | i
CCOc1ccccc1C(=O)NCC(=O)NCC(c1ccc(OC)cc1)N1CCOCC1 (configuration not stated) | -1 | i | i | -7 | i | i | i | i | i | 4 | i
COc1ccc(C(C)=O)cc1COC(=O)CSCC(=O)Nc1ccc(C)cc1 | -1 | i | i | -11 | i | i | i | i | i | -3 | i
COc1ccccc1-c1ccc(C(=O)O)o1 | -25 | i | i | -1 | i | i | i | i | i | 0 | i
C/C(=N\NC(=O)c1cccc2ccccc12)c1cccnc1 | . | i | i | -8 | i | i | . | i | i | -4 | i
Cc1cc2c(s1)c1cnn(CC(=O)NCCc3ccccc3)c(=O)c1n2C | 2 | i | i | -6 | i | i | i | . | . | . | i
C=CCNC(=S)N(C1CCCCC1)C1CCCCC1 | 7 | i | i | -8 | i | i | i | i | i | 1 | i
CC(C)C(NS(=O)(=O)c1ccc2c(c1)Cc1cc(S(=O)(=O)NC(C(=O)O)C(C)C)ccc1-2)C(=O)O (configuration not stated) | 9 | i | i | 0 | i | i | i | i | i | 5 | i
CCCCOc1ccc(C(C)NC(=O)C2CCCN(S(=O)(=O)CCC)C2)cc1 (configuration not stated) | 0 | i | i | -13 | i | i | i | i | i | 1 | i
CC(Oc1cc2oc(=O)c3c(c2cc1Cl)CCCC3)C(=O)NCc1ccncc1 (configuration not stated) | 0 | i | i | -6 | i | i | i | i | i | . | i
CCOC(=O)Cn1cc(C#N)c(=O)[nH]c1=O | -6 | i | i | -10 | i | i | i | i | i | 11 | i
Oc1ccc(C[C@H]2CNCCN2CCC23CC4CC(CC(C4)C2)C3)cc1 | 9 | i | i | -3 | i | i | i | i | i | 6 | 6*
COc1ccc(OC)c(S(=O)(=O)N2CCC3(CC2)CC(=O)c2ccccc2O3)c1 | 1 | i | i | -12 | i | i | i | i | i | -4 | i
COCCn1c(SCC(=O)Nc2ccccc2F)nc2c([nH]c3ccccc32)c1=O | -15 | i | i | -6 | i | i | i | i | i | . | i
O=C(Nn1c(Cc2cccs2)nc2ccccc2c1=O)c1ccc(F)c(F)c1 | 0 | i | i | -13 | i | i | i | i | i | -3 | i
O=C(N/N=C/c1c(F)cccc1Cl)c1ccc(Cn2cc(Br)cn2)o1 | 2 | i | i | -6 | i | i | i | i | i | 2 | i
Nc1cnn(Cc2ccccc2F)c1 | -2 | i | i | -26 | i | i | i | i | i | 5 | i
COC(=O)[C@@]12CCCCN1[C@H](c1ccc(-c3cc(C(C)=O)cs3)cc1)[C@H]1C(=O)N(C)C(=O)[C@H]12 | -3 | i | i | -10 | i | i | i | i | i | -1 | i
CC(Cc1c[nH]c2ccccc12)NC(N)=O (configuration not stated) | 0 | i | i | -3 | i | i | i | i | i | 8 | i
Cc1cc(C)cc(N2CC34C=CC(O3)C(C(=O)OCC(=O)NCc3ccco3)C4C2=O)c1 (configuration not stated) | -3 | i | i | -7 | i | i | i | i | i | 4 | i
O=C(Cn1cnc2c(cnn2-c2ccc(Cl)cc2)c1=O)NCCc1ccccc1 | 2 | i | i | 0 | i | i | i | i | i | -1 | i
Cc1cc(C(=O)CSc2nnc(-c3cccs3)o2)c(C)n1-c1ccccc1 | -6 | i | i | -21 | i | i | 100* | i | i | -2 | i
CC(C)CN(C)C(=O)CCc1nnc(Cc2ccc(-c3ccccc3)cc2)o1 | . | i | i | -9 | i | i | i | i | i | 4 | i
CCn1c(=S)ccc2ccc(OC)cc21 | 4 | i | i | -3 | i | i | i | i | i | 28 | i
CC(NC(=O)c1cccc(Cn2cc([N+](=O)[O-])cn2)c1)c1ccc(C(C)(C)C)cc1 (configuration not stated) | -1 | i | i | -4 | -7.6* | i | i | i | i | 3 | i
CC(C)=C1C2CCC1C1C(=O)N(c3nc(-c4ccc(F)cc4)c(C)s3)C(=O)C21 (configuration not stated) | 15 | i | i | -8 | i | i | i | i | i | -31 | i
CCc1ccccc1NC(=O)Nc1ccon1 | -8 | i | i | -11 | i | i | i | i | i | 0 | i
COC(=O)Nc1sc2c(c1C(=O)NC1CC1)CCCCCC2 | 1 | i | i | -6 | i | i | i | i | i | 4 | i
c1ccc(-n2nnnc2NCCc2c[nH]c3ccccc23)cc1 | 4 | i | i | -8 | i | i | i | i | i | 1 | i
COC(=O)c1ccc(NC(=O)c2cccc(C)c2)cc1 | -4 | i | i | -5 | i | i | i | i | i | 19 | i
COc1ccc(Cl)cc1C(=O)Nc1ccc(Br)c(C)n1 | -9 | i | i | -10 | i | i | i | i | i | 8 | i
Fc1ccccc1Cn1nnc(-c2ccc3c(c2)OCO3)n1 | 8 | i | i | -9 | i | i | i | i | i | -8 | i
CCOc1ccc(S(=O)(=O)N2CCOCC2)cc1NC(=O)C1CSC2(C)CCC(=O)N12 (configuration not stated) | -1 | i | i | -7 | i | i | i | i | i | -1 | i
O=C(CSc1nnc(CNC(=O)c2ccccc2F)o1)Nc1cccc(C(F)(F)F)c1 | 2 | i | i | -6 | i | i | i | i | i | 4 | i
CCn1cc(/C=C(\NC(=O)c2ccccc2Cl)C(=O)N2CCOCC2)c2ccccc21 | 0 | i | i | -6 | i | i | i | i | i | 2 | i
CC(=O)N1CCc2cc(S(=O)(=O)NCCC(=O)Nc3ccc4c(c3)OCCO4)ccc21 | -4 | i | i | 0 | i | i | i | i | i | 5 | i
Cc1c(C)c2ccc(OC(C)C(=O)N[C@@H](Cc3c[nH]c4ccccc34)C(=O)O)c(C)c2oc1=O (some centres not stated) | 2 | i | i | -6 | i | i | i | i | i | 8 | i

Only part of the results is shown; count on the stated rates, not on these rows.
